# High-throughput results deposited in PubChem BioAssay by several laboratories.
# STAT1 inh – STAT1 signaling inhibition; inhibition, % at 5.5 µM; NIH 3T3 STAT1-luciferase reporter, IFN-gamma, luminescence; hit rate 0.35% among 200,000;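 active = inhibition above a set limit, the mean inhibition across all tested compounds plus 3 SD, cut at about 34% in these data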;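 note: 0% = IFN-gamma with DMSO and 100% = IFN-gamma with 300 µM nifuroxazide; values of inactives mirror those of a sister screen read the other way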
# TLR4 MyD88 comp – blocks binding of human TLR4 to MyD88. HeLa CL3-4 TLR4/MyD88 BLA complementation, FRET ratio. inhibition, % at 8.4 µM. AID 861. hit rate 0.18% among 200,000. O00206+Q99836; in the data active = inhibition above about 25%;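 note: 0% = vehicle and 100% = reference inhibitor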
# Target sequence (O00206 whole entry, looked up): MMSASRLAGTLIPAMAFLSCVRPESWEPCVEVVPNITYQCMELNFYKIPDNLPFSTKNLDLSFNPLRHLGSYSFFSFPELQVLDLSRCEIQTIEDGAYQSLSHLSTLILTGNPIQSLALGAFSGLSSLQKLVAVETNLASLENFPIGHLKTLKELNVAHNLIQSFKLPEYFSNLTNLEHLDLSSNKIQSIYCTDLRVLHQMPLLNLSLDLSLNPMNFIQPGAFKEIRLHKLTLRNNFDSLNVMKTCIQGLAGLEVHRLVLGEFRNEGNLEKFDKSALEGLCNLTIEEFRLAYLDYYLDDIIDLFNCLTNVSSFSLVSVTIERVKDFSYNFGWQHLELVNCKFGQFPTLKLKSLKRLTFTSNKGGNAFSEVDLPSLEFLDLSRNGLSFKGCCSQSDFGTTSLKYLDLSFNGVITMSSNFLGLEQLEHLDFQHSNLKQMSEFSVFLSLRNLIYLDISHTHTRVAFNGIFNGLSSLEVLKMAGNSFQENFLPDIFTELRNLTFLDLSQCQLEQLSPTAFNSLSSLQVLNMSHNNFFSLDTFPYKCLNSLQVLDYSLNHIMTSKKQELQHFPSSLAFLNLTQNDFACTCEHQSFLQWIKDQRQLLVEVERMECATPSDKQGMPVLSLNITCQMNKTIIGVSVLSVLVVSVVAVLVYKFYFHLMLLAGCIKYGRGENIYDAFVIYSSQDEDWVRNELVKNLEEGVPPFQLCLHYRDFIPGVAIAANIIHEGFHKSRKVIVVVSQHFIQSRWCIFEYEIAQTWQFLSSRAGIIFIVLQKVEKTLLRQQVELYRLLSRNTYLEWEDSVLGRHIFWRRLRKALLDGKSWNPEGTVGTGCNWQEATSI
# Target sequence (Q99836 whole entry, looked up): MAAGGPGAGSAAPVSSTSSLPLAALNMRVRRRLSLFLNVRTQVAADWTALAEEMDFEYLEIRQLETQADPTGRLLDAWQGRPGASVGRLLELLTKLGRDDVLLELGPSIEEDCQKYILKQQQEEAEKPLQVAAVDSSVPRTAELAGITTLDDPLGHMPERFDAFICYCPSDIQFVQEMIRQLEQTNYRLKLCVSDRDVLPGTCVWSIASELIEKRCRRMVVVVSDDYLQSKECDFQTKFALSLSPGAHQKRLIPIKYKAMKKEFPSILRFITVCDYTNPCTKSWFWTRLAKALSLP
# Hsp70 act – transcriptional activators of Hsp70; HeLa Hsp70 promoter luciferase reporter, luminescence; scaled: vehicle 0, proteasome-inhibitor control 100%; activation, % at 10 µM; hit rate 0.04% among 200,000; AID 1203;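 active = activation above the mean across all tested compounds plus 3 SD, cutoff set per campaign, cut at about 5.5% in these data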;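 note: 100% = MG132 at 30 µM as the positive control and 0% = DMSO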
# STAT1 activator – STAT1 signaling activation. NIH 3T3 STAT1-luciferase reporter, IFN-gamma, luminescence; 100% = IFN-gamma alone, no compound. activation (% of control), % at 5.5 µM. AID 932. hit rate 2.6% among 200,000;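 active = activation above the screen-wide mean activation plus 3 SD, cut at about 130% in these data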;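 note: raw ratio to IFN-gamma control signal so 100% means no change and 0% no light; values of inactives mirror those of a sister screen read the other way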
# STAT3 act – activators of IL-6 induced STAT3 signaling; U3A cells, IL-6 STAT3-luciferase reporter, luminescence; 100% = signal with IL-6 EC80 alone; activation (% of control), % at 5.6 µM; hit rate 0.91% among 190,000; AID 871;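 active = activation above the screen-wide mean of compound activation plus 3 SD, cut at about 130% in these data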;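 note: 0% = background luminescence of wells with medium and substrate only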
#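 System – human U3A cells carrying STAT3-luciferase construct · Probe or stimulus – Interleukin-6, 33 ng/mL · Schedule – compound 1 h, then IL-6 6 h at 37 °C · Signal – luminescence from STAT3-driven luciferase reporter · Evaluation – percent of IL-6-only median luminescence · Benchmarks – IL-6-only high control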
# NF-kB neuron act – raises NF-kB expression in human neuronal cells | hit rate 1.6% among 190,000 | fold change at 12.5 µM | NF-kB reporter expression; active compounds read high; in the data active = fold change above about 3.3
# APP 5'UTR act – activates APP 5'UTR luciferase reporter; SH-SY5Y APP 5'UTR luciferase reporter, luminescence; zero percent = DMSO vehicle wells; activation, % at 2 µM; hit rate 1% among 190,000;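 active = activation above a set limit, based on mean plus 3 SD of controls, cut at about 140% in these data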; note: values of inactives mirror those of a sister screen read the other way
# Efa HMGR inh – inhibitors of class II HMG-CoA reductase from Enterococcus faecalis. hit rate 0.41% among 190,000. AID 1066. purified E. faecalis HMGR, NADPH absorbance 340 nm kinetic. inhibition, % at 10 µM;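 active = inhibition above a set limit, the median over all tested compounds plus 3 SD, cut at about 9.5% in these data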;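 note: enzyme runs in reverse so mevalonate oxidation gives rising NADPH absorbance; 0% = complete reaction with DMSO and 100% = background rate lacking mevalonate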
# Redox H2O2 prof – compounds producing H2O2 with reducing agent – biochemical, NIH compound library profiling, artefact control for MLSCN library redox annotation, primary screen. hit rate 0.03% among 200,000. DTT-dependent redox cycling H2O2, phenol red/HRP absorbance; 100% = 100 µM peroxide control, 0% = buffer. AID 878. activation, % at 10 µM;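 active = activation of at least 50% relative to the plate's high and low controls in the primary single-dose screen; inactive = activation below 50%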;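 note: compound incubated with DTT at 0.8 mM final as the reducing agent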
# STAT3 blocker – STAT3 signaling inhibition | AID 862 | U3A cells, IL-6 STAT3-luciferase reporter, luminescence; host cell line lacks STAT1 | inhibition, % at 5.5 µM | hit rate 0.89% among 190,000;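 active = inhibition above the mean inhibition across all screened compounds plus 3 SD, cut at about 44% in these data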;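 note: 0% = DMSO only wells and 100% = 100 µM nifuroxazide control wells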
# Starred values were filed as active, the others as inactive.
SMILES,STAT1 inh,TLR4 MyD88 comp,Hsp70 act,STAT1 activator,STAT3 act,NF-kB neuron act,APP 5'UTR act,Efa HMGR inh,Redox H2O2 prof,STAT3 blocker
Cc1ccc(S(=O)(=O)NNC(=S)NC(=O)c2ccc([N+](=O)[O-])cc2)cc1,5,1,-0.5,95,99,0.89,2,-2,0.1,-1
O=C(/C=C/NCC(=O)c1ccccc1)c1ccc(Br)cc1,-1,2,-0.4,101,110,0.82,-10,-2,0.0,-17
O=c1[nH]c(CSc2ncccn2)nc2c1cnn2-c1ccccc1,5,0,-0.1,95,100,1.1,-10,0,-1.2,2
CC(NC(=O)COc1ccc([N+](=O)[O-])cc1)c1ccccc1 (configuration not stated),-2,4,0.4,101,104,1.6,7,1,-0.6,0
N#Cc1cc([N+](=O)[O-])cnc1Nc1ccccc1,2,-6,-0.2,98,101,1.2,18,-3,-0.6,-2
Cn1cnnc1SCC(=O)NC1CCCCC1,-1,-7,-0.1,99,103,1.4,7,-2,-0.1,5
COc1ccccc1OCC(=O)Nc1ccccc1C(=O)NCc1ccco1,-1,11,-0.5,89,95,0.76,-3,-12,0.0,9
CCOC(=O)N1CCN(C(=O)c2ccc(N3CCCC3=O)cc2)CC1,6,20,0.4,94,90,1.2,19,-4,-0.8,19
CC1CCCC(NC(=O)CCCn2c(=O)[nH]c3cc(Cl)ccc3c2=O)C1C (configuration not stated),9,8,-0.5,92,99,1.1,-6,-4,0.1,7
Cc1ccc(NC(=O)/C=C\C(=O)NCC(=O)O)cc1,-7,-4,-0.1,105,101,1.2,-9,-3,-1.4,10
CCOc1ccc(NC2=NC(C(=O)NCc3ccccc3)CC(=O)N2)cc1 (configuration not stated),11,-2,-0.2,89,94,0.99,-20,2,-0.2,14
CCOCC(=O)Nc1ccc(S(=O)(=O)NCCc2ccccc2)cc1,1,1,-0.1,99,95,0.86,-3,-3,-1.2,6

# 3 entries already listed, ordered by length of the SMILES, largest number first.
SMILES,STAT1 inh,TLR4 MyD88 comp,Hsp70 act,STAT1 activator,STAT3 act,NF-kB neuron act,APP 5'UTR act,Efa HMGR inh,Redox H2O2 prof,STAT3 blocker
CC1CCCC(NC(=O)CCCn2c(=O)[nH]c3cc(Cl)ccc3c2=O)C1C (configuration not stated),9,8,-0.5,92,99,1.1,-6,-4,0.1,7
CCOC(=O)N1CCN(C(=O)c2ccc(N3CCCC3=O)cc2)CC1,6,20,0.4,94,90,1.2,19,-4,-0.8,19
O=C(/C=C/NCC(=O)c1ccccc1)c1ccc(Br)cc1,-1,2,-0.4,101,110,0.82,-10,-2,0.0,-17

# The list continues.
SMILES,STAT1 inh,TLR4 MyD88 comp,Hsp70 act,STAT1 activator,STAT3 act,NF-kB neuron act,APP 5'UTR act,Efa HMGR inh,Redox H2O2 prof,STAT3 blocker
O=C(COC(=O)c1ccc2c(=O)n3c(nc2c1)CCC3)Nc1ccc(OC(F)F)cc1,-21,-3,-0.1,118,94,1.1,-17,-3,0.3,12
O=C(COC(=O)c1ccccc1Cl)NC(=O)NCc1ccccc1,-5,5,-0.4,104,107,1.1,-4,0,0.6,-6
O=C(CSc1ncn(-c2ccccc2)n1)Nc1nncs1,-6,8,0.5,105,107,1.2,9,3,-0.1,-1
CCOc1cc(C)nc(N2CCN(C3CCCCC3)CC2)n1,0,2,-0.2,100,104,1.1,1,-4,-8.0,2
Cc1ccc(/C(O)=C2\C(=O)C(=O)N(c3cc(C)on3)C2c2cccc(Cl)c2)cc1 (configuration not stated),-1,2,-0.1,101,103,1.1,8,-3,3.0,1
Cc1cccc(NC(=S)N(CCCN(C)C)Cc2cc3cc4c(cc3[nH]c2=O)OCO4)c1,-7,-5,-0.2,105,106,1.1,12,-6,0.9,-4
Cc1nc2c3cnn(-c4ccccc4)c3ncn2n1,-24,6,0.2,122,126,0.84,10,-5,1.9,-26
Cc1ccc(NC(=O)C2CCN(S(C)(=O)=O)CC2)cc1C,1,-7,-0.3,99,100,1,-1,-2,0.2,0
O=C(CCS(=O)(=O)c1ccc(Br)cc1)Nc1ccc(Br)cc1F,-6,4,0.1,106,105,1.2,-6,-7,0.1,-1
O=c1c2ccccc2n2c(-c3ccc(F)cc3)nnc2n1Cc1ccccc1,-4,3,-0.4,103,96,1,-25,2,0.4,7
Cc1ccc(CNc2cc(-c3nn4c(C)nnc4s3)ccc2C)s1,-10,6,-0.3,109,89,1.3,-13,-5,-0.2,15
O=C(O)Cc1sc(-c2ccccc2)nc1-c1ccccc1,2,2,-0.2,98,110,0.9,2,1,1.5,-6
O=c1c(C=NCCCn2ccnc2)c(-c2ccccc2)[nH]n1-c1nc2ccccc2s1,-20,-2,-0.3,112,112,1.3,-7,-2,0.5,-12
CC(C)c1ccc(/C=c2\sc3nc(-c4ccncc4)nn3c2=O)cc1,-2,-4,-0.1,101,112,1.1,-5,1,0.8,-2
O=C(OCc1nc2ccccc2s1)c1cc2ccccc2oc1=O,-3,-8,0.0,105,134*,1.2,29,-2,-0.3,-46
CCN1CCN(Cc2ccc(OCc3ccccc3)cc2)CC1,-22,4,-0.1,120,106,1.8,91,1,-0.5,-4
O=C(NCc1cc(C(F)(F)F)cc(C(F)(F)F)c1)C1CC(c2cccc([N+](=O)[O-])c2)=NO1 (configuration not stated),4,-7,-0.3,96,104,1,18,-4,-4.0,0
O=C(O)c1cc2c(ccc3ccccc32)oc1=O,-14,7,-0.2,113,129,1,18,-1,-1.8,-34
CCN(CC)S(=O)(=O)N1CCC(C(=O)NC(C)CCc2ccccc2)CC1 (configuration not stated),-17,-4,-0.1,115,104,1.1,25,-3,1.5,0
COc1nc(C)nc2c1ccc1ccccc12,-7,-18,0.3,106,96,0.87,-12,-7,3.7,7
CN(CC/C=C1/c2ccccc2CSc2ccccc21)CCCO,10,-4,-0.1,91,101,0.9,-8,-11,0.0,4
C#CCOCCOCCOCCNc1nc(N2CCOCC2)nc(N2CCN(C(=O)[C@H]([C@@H](C)CC)n3cc(CCCCN)nn3)CC2)n1,-10,-7,0.0,109,97,1.1,3,0,0.4,0
CC1Sc2n(c3ccccc3[n+]2C)N=C1c1ccccc1 (configuration not stated),21,-4,-0.4,81,122,1,-19,-2,0.2,-21
COc1ccc(NC(=S)Nc2ccc3nsnc3c2)cc1,-7,22,0.4,107,95,1.1,-3,4,0.6,5
C/C(=N\NC(=O)c1cccc(S(=O)(=O)N2CCCCC2)c1)c1ccc(C)o1,-2,-2,-0.1,100,99,1.1,2,-3,-0.1,3
COc1cccc(-n2nc(C#N)c(Cl)cc2=O)c1,18,6,0.8,83,92,0.12,-91,-2,-0.3,12
Cc1ccc(-n2c(SCC(=O)NCC3CCCO3)nnc2-c2ccoc2C)cc1 (configuration not stated),1,2,-0.2,99,106,0.81,4,-4,2.5,3
O=C(COC(=O)CCC(=O)c1ccc(F)cc1)Nc1ccc(F)cc1F,-1,-1,-0.3,100,104,0.94,11,0,-0.5,-4
CCCC(=O)Nc1sc2c(c1C(=O)OCC)CC(C)(C)OC2,7,-5,-0.2,92,99,1.7,-30,0,-1.4,4
CCOC(=O)CCCCC(=O)c1[nH]c(=O)[nH]c1C[n+]1ccccc1,1,17,-0.1,98,95,1.2,1,-2,-0.6,12
O=C(c1ccc2c(c1)OCO2)C1CCCN(Cc2cccn2-c2cccnc2)C1 (configuration not stated),13,4,0.0,87,108,0.85,-1,1,-1.2,-4
c1ccc(COC2CCCN(Cc3nc(Cc4ccccc4)no3)C2)cc1 (configuration not stated),2,-11,0.3,96,111,1.2,5,-2,0.8,-7
O=C(OCc1cc([N+](=O)[O-])cc2c1OCOC2)c1ccc2ccccc2n1,-3,-3,-0.3,102,103,1.2,-6,-4,-1.3,-1
O=S1(=O)CCC(N=Cc2ccc(-c3ccc(Cl)cc3)o2)C1 (configuration not stated),-11,2,0.0,111,114,1.2,4,-2,-0.1,-13
CCn1c(Cn2nnc(-c3ccccc3)n2)nnc1SCC(=O)Nc1ccccc1,8,7,-0.5,92,108,1,-12,-1,0.8,-7
Cc1cc(C)n(C(=O)c2cc3ccccc3c(=O)o2)n1,-8,-22,-0.1,107,127,1.3,13,-2,2.3,-22
CCN1CCN(c2cc(C)c3cc(NC(=S)N4CCC5(CC4)OCCO5)ccc3n2)CC1,1,-7,0.1,98,93,1,7,0,-0.6,10
Cc1cccc(C)c1OCc1nnc(SCC(=O)Nc2nccs2)o1,-6,2,0.1,105,104,1.2,-2,3,-0.2,4
COc1cccc(Cn2c(OCC3CCCO3)nc3c2c(=O)n(C)c(=O)n3C)c1 (configuration not stated),11,-2,-0.2,92,89,1,2,-3,0.0,11
COc1c2c(cc3oc(C)cc(=O)c13)OC(C(C)(C)OC1OC(CO)C(O)C(O)C1O)C2 (configuration not stated),5,3,-0.4,96,96,1.1,23,-5,0.4,2
O=[N+]([O-])c1ccccc1S(=O)(=O)N1CCN(CC2CC=CCC2)CC1 (configuration not stated),-3,1,0.0,100,94,1,-1,-4,0.8,12
COc1ccc(C(=O)NCc2cccnc2)cc1S(=O)(=O)N1CCCc2ccccc21,5,-3,0.9,96,103,0.91,10,-4,-0.5,-4
CC(C)OC(=O)CSc1nnnn1-c1ccc2c(c1)OCCO2,-31,5,-0.4,129*,100,2.1,20,-2,2.4,0
O=c1c2cc(N3CCOCC3)ccc2[nH]c(=S)n1Cc1ccccn1,4,7,-0.2,98,98,0.9,12,-4,-2.8,9
Cc1nn(C)c(C)c1S(=O)(=O)N(CC(=O)N1CCc2ccccc2C1)c1ccc(C(C)C)cc1,8,-6,-0.3,93,107,0.55,-3,-5,-2.2,-3
Cc1ccc(NC(=O)CCC(=O)N/N=C/C=C/c2ccccc2)cc1,-4,-3,-0.3,104,101,0.87,8,0,-0.1,-1
CCNC(=O)COc1ccc(CC)cc1,-12,-6,-0.3,110,105,0.88,7,-8,0.2,-6
C=CCn1c(SCc2csc(C)n2)nc2sc3c(c2c1=O)CCC(C)C3 (configuration not stated),4,4,0.2,97,95,0.89,-3,-8,-0.6,9
Fc1cccc(Cl)c1CNCc1ccccc1Cl,-5,7,0.1,105,100,1.4,21,3,1.2,4
COc1cccc(N(Cc2nnc3n2CCCCC3)C(=O)Nc2ccccc2)c1,-5,9,0.0,104,107,0.98,9,-5,-0.6,-3
Cc1ccc2cc(CN(Cc3cccs3)Cc3nnnn3CC3CCCO3)c(=O)[nH]c2c1C (configuration not stated),4,-3,-0.1,97,102,0.54,0,4,-1.3,1
CCOC(=O)C1CCCN(C(=O)CCc2ccccc2)C1 (configuration not stated),-1,1,0.2,101,103,1.1,-10,0,0.9,-2
CN(C)c1nc(NC(C)(C)C)nc(NC(C)(C)C)n1,3,6,0.1,96,100,0.95,4,-4,0.0,12
NC(=O)c1ccc(NC(=O)COC(=O)c2cccc(Oc3ccccc3)c2)cc1,-5,-8,-0.3,104,101,1.3,13,1,0.7,3
CC(C)(C)NC(=O)NC(=O)CN1CCc2ccccc21,10,-12,0.1,89,119,1.1,-14,-2,-0.7,-17
c1nnc2c3c4c(sc3ncn12)CCC4,5,-1,-0.3,94,100,1.4,4,4,0.4,5
CC(=O)N/N=C/c1cc(C)n(-c2ccc(Br)cc2)c1C,8,-10,0.0,92,103,1.1,-4,1,0.1,0
Cc1ccc(Cl)cc1NC(=O)COC(=O)C1CCCCC1,-6,-6,-0.3,106,98,1.2,-4,-2,0.1,-1
